Screening results from PubChem.
Runt-SMMHC FRET = inhibitors of RUNX1 Runt–CBFb-SMMHC binding, primary screen, biochemical, FRET, Cerulean-Runt, Venus-CBFb-SMMHC, uHTS | Runt-related transcription factor 1 (Homo sapiens) + Core-binding factor subunit beta … | Cerulean-Runt/Venus-CBFb-SMMHC FRET ratio 530/480, 1 h | inhibition, % at 20 µM | 220,000 compounds, 0.74% hits | AID 1434, 2008;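 active = mean inhibition across duplicate retests at 20 µM reaching about 50%, limit read from the data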;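 also: 0% = DMSO wells and 100% = wells with excess untagged CBFb-SMMHC; inhibitors lower the FRET ratio by blocking Runt binding to CBFb-SMMHC; some results filed as inactive read as strong as hits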
KLK5 inh = human KLK5 protease inhibitors, primary screen, biochemical, 1536-well; Kallikrein-5 (Homo sapiens), Q9Y337; recombinant hK5, fluorogenic AMC substrate cleavage; AID 873, 2007; 210,000 compounds, 0.59% hits; inhibition, % at 5 µM;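 active = inhibition of 40% or more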;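 also: 0% = enzyme controls without compound and 100% = no-enzyme blanks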
thrombin 1536 = human alpha-thrombin inhibitors, primary screen, counter-screen for coagulation protease inhibitor project, biochemical, 1536-well, fluorogenic AMC substrate; Prothrombin (Homo sapiens), P00734; Boc-VPR-AMC fluorogenic substrate cleavage; inhibition, % at 5 µM; 220,000 compounds, 0.26% hits; AID 1046, 2008;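 active = inhibition at or above 40%; inactive = inhibition below 40%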;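 also: 0% = enzyme with no compound and 100% = wells without enzyme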
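Test system: human alpha-thrombin; medium: pH 7.5 Tris-saline with Tween 20; times: reaction at room temperature; signal: AMC fluorescence at 355 nm excitation and 460 nm emission; also added: Boc-VPR-AMC substrate, 15 µM final; dosing: one concentration per compound, 5 µM, with 0.2% DMSO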
Hck-Nef inh = inhibitors of Nef-activated human Hck kinase, primary screen, biochemical, Z-Lyte FRET, 384-well, Hck-YEEI; inhibition, % at 20 µM; Tyrosine-protein kinase HCK (Homo sapiens), P08631; 220,000 compounds, 0.68% hits; Recombinant Hck-YEEI plus Nef, Z-Lyte FRET kinase assay;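 active = Hck-Nef kinase inhibition above about 50%, limit read from the data; inactive = inhibition below that limit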;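 also: 0% = DMSO with Hck plus Nef and 100% = Hck alone without Nef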
Runt-CBFb FRET = inhibitors of RUNX1 Runt–CBFb binding, primary screen, biochemical, FRET, Cerulean-Runt, Venus-CBFb, uHTS | Cerulean-Runt/Venus-CBFb FRET ratio 530/480, 1 h | inhibition, % at 20 µM | 220,000 compounds, 0.46% hits | AID 1496, 2009;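 active = inhibition over about 50% at 20 µM in the single-dose screen, limit read from the data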;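 also: 0% = DMSO wells and 100% = excess unlabeled CBFb competitor control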
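Measured by: fluorescence energy transfer, 422 nm excitation, 530/480 nm emission; test system: Cerulean-tagged RUNX1 Runt domain (FRET donor) fusion protein; buffer or medium: Tris pH 7.5 buffer with BSA; compound: one dose, 20 µM compound, 1% DMSO; times: two 1 h room-temperature incubations shielded from light; benchmarks: unlabeled CBFb 5 µM, positive control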
FXIIa inh 1536 = human FXIIa protease inhibitors, primary screen, biochemical, 1536-well | purified FXIIa, Boc-QGR-AMC fluorogenic substrate, 2 h | 220,000 compounds, 0.3% hits | inhibition, % at 5 µM | Coagulation factor XII (Homo sapiens), P00748; in the data active = inhibition above about 40%;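 also: 0% = enzyme with no compound and 100% = blank without enzyme; many of its hits are not listed in these tables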
14-3-3 Bad inh = inhibitors of 14-3-3 zeta/Bad binding, primary screen, biochemical, TR-FRET, bovine 14-3-3 zeta; 220,000 compounds, 0.71% hits; 14-3-3 protein zeta/delta (Bos taurus), P63103; inhibition, % at 21.7 µM; TR-FRET 14-3-3zeta/Dy647-pBad peptide displacement, 1 h;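 active = inhibition above about 70%, limit read from the data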;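 also: 0% = full 14-3-3 plus peptide FRET controls and 100% = background without 14-3-3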
Target sequence (P63103 whole entry, looked up): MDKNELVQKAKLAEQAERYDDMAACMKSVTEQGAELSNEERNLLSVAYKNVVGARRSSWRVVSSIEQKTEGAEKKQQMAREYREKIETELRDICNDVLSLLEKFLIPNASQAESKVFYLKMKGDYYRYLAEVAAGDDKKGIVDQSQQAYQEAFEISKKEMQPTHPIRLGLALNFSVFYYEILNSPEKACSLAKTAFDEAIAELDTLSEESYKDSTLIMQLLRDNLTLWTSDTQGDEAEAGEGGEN
FXIa inh 1536 = human FXIa protease inhibitors, primary screen, biochemical, 1536-well | 220,000 compounds, 0.14% hits | inhibition, % at 5 µM | Coagulation factor XI (Homo sapiens), P03951 | purified FXIa, Boc-Glu-Ala-Arg-AMC fluorogenic substrate | AID 798, 2007;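 active = inhibition of at least 40%; inactive = inhibition below 40%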;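 also: fluorescence of freed AMC excited at 355 nm; 0% = enzyme without compound and 100% = no enzyme blank; many of its hits are not listed in these tables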
Wee1 degr inh = Wee1 degradation inhibitors, primary screen, cell-based, HeLa, Wee1K328M-luciferase, luminescence; HeLa Luc-Wee1K328M stability; 100% = proteasome inhibitor MG132 effect; reporter increase, % at 5 µM; AID 1321, 2008; 220,000 compounds, 1.2% hits; Wee1-like protein kinase (Homo sapiens), P30291;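 active = activation above the mean of all tested compounds plus 3 SD, set per screening run, cut at about 8.8% in these data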;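 also: cells exposed to compound for 20 h before luminescence read; 0% = DMSO alone and 100% = MG132 at 30 µM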
Target sequence (P30291 whole entry K328M): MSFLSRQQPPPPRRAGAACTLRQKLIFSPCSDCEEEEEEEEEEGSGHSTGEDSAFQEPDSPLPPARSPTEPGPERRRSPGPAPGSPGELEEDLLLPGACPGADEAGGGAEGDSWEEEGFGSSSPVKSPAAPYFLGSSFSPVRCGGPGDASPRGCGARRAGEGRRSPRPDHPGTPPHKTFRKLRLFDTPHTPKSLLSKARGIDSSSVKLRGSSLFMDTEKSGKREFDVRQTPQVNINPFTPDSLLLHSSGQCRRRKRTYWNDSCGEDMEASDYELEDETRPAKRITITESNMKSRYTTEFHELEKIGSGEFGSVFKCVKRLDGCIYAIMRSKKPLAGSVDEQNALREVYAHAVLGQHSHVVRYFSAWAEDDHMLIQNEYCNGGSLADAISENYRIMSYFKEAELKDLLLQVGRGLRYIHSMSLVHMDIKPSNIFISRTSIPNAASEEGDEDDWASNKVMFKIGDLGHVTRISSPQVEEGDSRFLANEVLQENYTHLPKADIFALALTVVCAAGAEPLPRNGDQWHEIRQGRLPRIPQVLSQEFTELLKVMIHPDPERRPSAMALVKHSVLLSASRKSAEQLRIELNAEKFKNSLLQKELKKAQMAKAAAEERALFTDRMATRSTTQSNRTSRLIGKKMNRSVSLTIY
Starred values were filed as active, the others as inactive; · = no result given; [ ] = dose if it differs, or a comment.

cpd	canonical_smiles	FXIIa inh 1536	KLK5 inh	Wee1 degr inh	Hck-Nef inh	Runt-SMMHC FRET	thrombin 1536	FXIa inh 1536	14-3-3 Bad inh	Runt-CBFb FRET
1	O=C(COc1ccccc1Cl)c1ccc[nH]1	12	3	7	29	-8	6	4	35	-4
2	O=C(NC1CCCCC1)c1ccccc1NC(=S)NC(=O)C1CCC1	15	-8	0	-6	2	0	12	-4	-1
3	C=CCNC(=S)N1CCN(c2ccccc2Cl)CC1	3	-2	-2	7	3	-6	-4	-8	0
4	Cc1ccc(S(=O)(=O)n2[nH]c(=O)cc2NC(=O)c2cccs2)cc1	-3	-7	0	-10	-5	-11	-6	-1	7
5	Cc1ccc(C(=O)NNC(=O)c2ccc(C)cc2)cc1	2	-8	4	22	-3	-22	-11	-7	-2
6	N=C1C(c2ccccc2)=C(O)CN1NC(=O)c1ccccc1	8	2	-3	22	0	-6	-7	-5	-1
7	COc1cc(OC)cc(C(=O)N2CCN(c3ncccn3)CC2)c1	4	10	-2	0	-2	13	0	6[fluorescence artefact?]	0
8	COC(=O)/C=C/c1ccc(-n2cncn2)cc1	8	6	-1	19	0	-4	-2	-2	0
9	CCN(CC)S(=O)(=O)c1ccc(C(=O)NCCN2C(=O)S/C(=C\c3cccnc3)C2=O)cc1	8	1	1	2	-4	1	0	-6	-3
10	CCCC(=O)NC(c1ccco1)c1cc(Cl)c2cccnc2c1O (stereo not given)	18	-26	9	1	7	12	6	9	13
11	Cc1ccc(C(=O)NNC(=O)c2cc(OCC(F)(F)F)ccc2OCC(F)(F)F)cc1	10	-10	-1	1	-3	1	4	3[fluorescence artefact?]	-3
12	Cn1c(=O)c2cc(S(=O)(=O)NC(C(=O)NC3CCCCC3)c3ccccc3)ccc2n(C)c1=O (stereo not given)	0	-1	5	0	2	-8	-9	2	2
13	CC(C)CC(=O)N[C@H](C(=O)N[C@H](C(=O)N[C@@H](CC(C)C)[C@@H](O)CC(=O)N[C@@H](C)C(=O)N[C@@H](CC(C)C)[C@@H](O)CC(=O)O)C(C)C)C(C)C	10	-11	0	-7	-1	0	5	-13[fluorescence artefact?]	1
14	C/C(=N\Nc1nc(N)cc(Cl)n1)c1ccc(Cl)c(Cl)c1	6	0	0	22	3	-3	-4	-8	0
15	CCCCn1c(N)c(NCCC(C)C)c(=O)[nH]c1=O	19	-2	4	-1	8	21	15	9	0
16	C[C@@H](CO)NC(=O)c1ccc2c3n(nc2c1)-c1ccc(Cl)cc1CO3	9	4	·	32	-2	1	4	-3	1
17	CCN1C(=O)C2(C(C(=O)c3ccc(C)o3)=C(O)C(=O)N2CCCN2CCOCC2)c2ccccc21 (stereo not given)	-4	-11	1	0	-2	-6	6	7	6
18	Cc1ccc(NS(=O)(=O)c2cc(C(=O)Nc3cccc([N+](=O)[O-])c3)ccc2C)cc1	5	-22	1	-1	-1	-6	4	4[fluorescence artefact?]	-2
19	Cc1ccc(S(=O)(=O)N2CCOCC2)cc1NC(=O)Cn1cc(C(F)(F)F)cc(Cl)c1=O	7	-15	-2	4	4	-7	2	0	-4
20	O=C(NCC(c1cccnc1)N1CCOCC1)C1CCCCC1 (stereo not given)	12	3	1	0	6	6	0	3	-2
21	COc1ccccc1NS(=O)(=O)c1cccc(NC(=O)c2nc3nc(C)cc(C)n3n2)c1	8	0	-2	2	1	2	-1	-3	0
22	CC1CN(C(=O)COC(=O)c2ccc(Cl)c(S(=O)(=O)N3CCCCC3)c2)CC(C)O1 (stereo not given)	9	0	-3	20	0	-1	-2	-21	0
23	CC(C)CCN1C(=O)c2ccc(-c3nc4ccccc4c(=O)o3)cc2C1=O	13	4	1	0	-4	3	1	1	-7
24	O=C(c1ccccc1)[C@H]1[C@H](c2ccccc2)[C@@]2(N=C(c3ccccc3)OC2=O)C2c3ccccc3C=NN21 (stereo not given in full)	13	-13	6	-2	-14	2	3	-18	-2
25	Cc1ccnc(NC(=O)c2sc3cc(Cl)ccc3c2Cl)c1	8	-6	-1	6	1	-9	3	13	-3
26	CCOC(=O)C(=NC1CCS(=O)(=O)C1)NNc1ccc(Br)cc1 (stereo not given)	4	1	-4	27	-1	-4	3	-8	2
27	Cc1cnc(NC(=O)CSc2nc3ccccc3c(=O)[nH]2)s1	9	13	-4	0	11	-2	3	-142[fluorescence artefact?]	-2
28	O=C(CSc1nnc(NC2CCCCC2)s1)Nc1ccc2c(c1)C(=O)c1ccccc1C2=O	5	-5	1	-1	-1	4	1	-18	14
29	CCOc1ccc2nc(N3CCOCC3)nc(C)c2c1	7	-10	-1	41	79*	1	-3	-7	74*
30	c1ccc2c(NCC3CCCO3)nc(N3CCOCC3)nc2c1 (stereo not given)	9	-1	-1	23	·	-13	-5	27	·
31	O=S(=O)(c1ccc(Cl)c2ccccc12)N1CCCC1	9	1	2	17	·	-2	-2	-4	·
32	COc1cc(OC)nc(NC(=O)NS(=O)(=O)c2ccc(OC(F)(F)F)cc2)n1	11	-22	2	-1	1	3	-3	-2	-1
33	O=C(CN(c1ccccc1)S(=O)(=O)c1ccccc1[N+](=O)[O-])Nc1ccccc1C(=O)N1CCOCC1	9	-10	3	7	-2	1	-5	-6	0
34	COc1ccc(C(C(=O)NCc2ccccc2)N(Cc2cccs2)C(=O)c2cnccn2)cc1 (stereo not given)	19	-18	-1	-2	2	6	6	4	-2
35	Cc1cc(C)nc(Nc2nc(=O)c3ccccc3s2)n1	13	0	2	1	1	-2	7	12	4
36	COC(=O)C1=C(N)Oc2cc(C)n(C)c(=O)c2C1c1ccc(Cl)c(Cl)c1 (stereo not given)	9	-15	-4	1	2	5	7	11	-2
37	CSc1ncccc1C(=O)OCC(=O)c1ccc(Br)s1	11	-1	4	15	2	-23	-6	-1	1
38	CC(=O)N(C(C)=O)N1C(=O)c2cccc3c(N4CCOCC4)ccc(c23)C1=O	-8	-3	-4	12	-264	-7	1	-8	-93
39	O=C(CC(C(=O)O)c1ccccc1)Nc1ccccc1 (stereo not given)	15	1	3	2	-2	1	13	1	-1
40	COC(=O)c1cc(Cl)c(NC(=O)c2ccco2)cc1OC	-9	-23	0	-1	1	-12	-12	6	0
41	Cc1cccc(C)c1OCc1nnc(SCC(=O)Nc2cccc(C(=O)N3CCOCC3)c2)n1C	0	-7	2	-24	5	-3	-7	5	-1
42	Cc1ccc(C)c(NC(=O)CS(=O)(=O)c2cccc3nsnc23)c1	3	-3	-1	-3	0	-9	-5	-8	-1
43	COc1ccc(Cl)cc1NC(=O)CNc1ccccc1N1CCOCC1	7	4	0	25	-4	3	1	-17	-2
44	CCOC(=O)Cc1nnc(NC(=O)c2ccccc2OCC)s1	-14	-4	0	-12	-4	-4	-9	-1[fluorescence artefact?]	-1
45	O=C(O)CCn1cc(C(=O)O)c(-c2ccccc2)n1	4	0	5	-8	-7	-8	3	4	5
46	O=C(NCc1ccco1)c1ccc(S(=O)(=O)N2CCCc3ccccc32)cc1	28	7	-4	6	-1	10	9	4	-1
47	O=[N+]([O-])c1ccc(NC(=S)NCc2ccncc2)cc1	3	-2	0	1	0	-2	-6	-6	-2
48	Cc1cc(C)n(C(=O)COc2ccccc2[N+](=O)[O-])n1	20	-2	0	-3	3	1	-4	1	2
49	COCCNC(=O)COc1ccc(Nc2ccccc2)cc1	16	-2	1	2	-2	-23	15	-4	3
50	COc1ccc2c(Cl)c(-c3nnco3)sc2c1	13	-8	-2	-1	-5	2	4	-8	-1

(listing goes on)
cpd	canonical_smiles	FXIIa inh 1536	KLK5 inh	Wee1 degr inh	Hck-Nef inh	Runt-SMMHC FRET	thrombin 1536	FXIa inh 1536	14-3-3 Bad inh	Runt-CBFb FRET
51	CCOC(=O)c1ccccc1NCN1C(=O)CSC1=O	-5	-6	2	-10	-4	5	-4	3	0
52	Cc1ccc(NC(=S)N(CCN(C)C)Cc2cc3cc(C)cc(C)c3[nH]c2=O)cc1	26	-1	7	2	-2	2	16	-13	7
53	CC1Cc2ccccc2N1C(=O)CCNS(=O)(=O)c1ccc2c(c1)CCC(=O)N2 (stereo not given)	-2	-20	-1	-22	0	0	-2	-1	-2
54	COc1ccc(Oc2c(-c3ccc(O)cc3O)n[nH]c2C)cc1	20	-10	3	6	2	-14	3	-2	1
55	O=C(NCC1COc2ccccc2O1)c1ccc(Cl)cc1 (stereo not given)	12	-9	3	-1	0	-2	3	·	0
56	Cc1nccc(-c2cccc(N/N=C(\C#N)C(=O)c3ccccc3)c2)n1	7	-9	-3	9	-4	1	-8	5	-2
57	CCn1cc(C(=O)N[C@H](C)c2ccccc2)c(=O)c2cc(F)c(N3CCN(C)CC3)cc21	0	-40	-2	2	0	-5	2	-18	-7
58	CSc1nncc(/C(C)=N\Nc2ccccc2C)n1	14	-1	0	6	-11	0	7	-1[fluorescence artefact?]	1
59	O=C(CSC1=NCCS1)Nc1ccc(S(=O)(=O)NC2CCCCC2)cc1	9	-2	1	-2	1	2	1	-8	-1
60	CCOC(=O)c1cccc(NS(=O)(=O)c2ccc(NC(C)=O)cc2)c1	14	-5	4	0	1	4	2	1	2
61	COc1ccc(NC(=O)/C(C#N)=C/c2cc(C)n(-c3ccc(N4CCOCC4)c([N+](=O)[O-])c3)c2C)cc1	-1	-5	-5	4	-2	-8	1	-3[fluorescence artefact?]	1
62	CCOC(=O)c1nc(N)c(=O)n(-c2ccc(C)cc2)n1	15	-5	-2	-5	3	1	6	-2[fluorescence artefact?]	-1
63	O=C(NCc1cccnc1)C1CCCN(S(=O)(=O)c2ccccc2)C1 (stereo not given)	-5	3	0	14	-3	-7	-15	0	2
64	Cc1cc(C)cc(NC(=O)COC(=O)c2n[nH]c3ccccc23)c1	3	-16	0	-6	-1	3	18	-23	-1
65	COc1ccc(OC)c(C2Nc3c(Cl)ccc(C(=O)O)c3C3C=CCC32)c1 (stereo not given)	4	·	4	-7	14	-6	-1	1	21
66	O=C1S/C(=C\c2ccc(N3CCOCC3)o2)C(=O)N1c1ccccc1	8	-4	2	22	8	-10	-1	-24	1
